ABHD4 inh = inhibitors of mouse ABHD4. purified mABHD4, FP-Rh probe fluorescence polarization. inhibition, % at 8.92 µM. 0.54% of 370,000 active. AID 720543;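 active = inhibition exceeding the mean over every tested compound plus 3 SD, cut at about 30% in these data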;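 note: 0% = plate median of compound wells and 100% = S159A mutant with DMSO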
Target sequence (Q8VD66 whole entry, looked up): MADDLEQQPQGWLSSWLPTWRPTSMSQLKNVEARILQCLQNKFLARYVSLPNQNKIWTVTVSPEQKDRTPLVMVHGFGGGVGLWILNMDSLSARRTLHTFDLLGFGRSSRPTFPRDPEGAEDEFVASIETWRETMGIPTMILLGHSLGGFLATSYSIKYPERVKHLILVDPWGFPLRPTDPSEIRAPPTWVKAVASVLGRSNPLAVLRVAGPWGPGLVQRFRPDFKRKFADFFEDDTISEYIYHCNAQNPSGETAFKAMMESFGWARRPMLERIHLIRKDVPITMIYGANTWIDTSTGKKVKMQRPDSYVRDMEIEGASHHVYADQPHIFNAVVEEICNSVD
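Assay system: Wild-type mouse ABHD4 protein | Medium: HEPES pH 7.0 buffer, 150 mM NaCl, 0.01% Pluronic F-127 | Incubation: Enzyme–compound pre-incubation 45 min, then probe 60 min, both 25 °C | Technique: Fluorescence polarization with parallel and perpendicular emission, 525/598 nm | Evaluation: % inhibition of FP-Rh probe binding versus controls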
PRMT1 FP inh = inhibitors of human PRMT1; Q99873; recombinant PRMT1, activity-based probe fluorescence polarization; inhibition, % at 2.79 µM; 1.3% of 370,000 active;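 active = inhibition above about 21% made by adding two undisclosed values, limit read from the data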
NPR1 activator = GC-A (human) enzyme activation; P16066; HEK293 GC-A cells, cGMP TR-FRET, EC30 ANP; 0% at EC30 ANP, 100% saturating ANP; activation, % at 10 µM; 0.14% of 370,000 active; AID 1671463; in the data active = activation above about 40%
SIAE inh = human SIAE inhibition, primary screen; Q9HAT2; SIAE FP-Rh probe binding, fluorescence polarization; inhibition, % at 9.66 µM; 0.69% of 370,000 active; AID 1053197;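 active = inhibition above a cutoff: mean of compounds within the control limits plus 3 SD of those, cut at about 17% in these data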;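 note: 0% = plate median of compound wells and 100% = probe without SIAE protein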
MBD2 inh = MBD2-methylated oligo binding inhibition | Q9UBB5 | inhibition, % at 4.4 µM | 0.31% of 370,000 active | TR-FRET, MBD2 binding to methylated oligonucleotide; in the data active = inhibition above about 13%
rCAG RNA binder = binds r(CAG) RNA repeats; 1.3% of 370,000 active; AID 651821; r(CAG) RNA repeat, TO-PRO-1 dye displacement fluorescence; inhibition, % at 3 µM;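 active = inhibition above the plate cutoff, the mean of all test compounds on that plate plus 3 SD, cut at about 35% in these data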;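 note: 0% = DMSO alone and 100% = 100 µM mitoxantrone as full dye displacement; higher means more dye released from RNA so lower well fluorescence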
NPR2 activator = GC-B (human) receptor activation | 0.11% of 370,000 active | activation, % at 10 µM | AID 1920062 | HEK293-GC-B cells, CNP EC30, cGMP TR-FRET; 0% at EC30 CNP, 100% saturating CNP | P20594;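 active = activation at 10 µM reaching about 35% in either raw or pattern-adjusted values, limit read from the data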
UHRF1 MBD2 ctr = UHRF1 methyl-DNA binding inhibition; Q96T88; inhibition, % at 4.4 µM; 0.75% of 370,000 active; UHRF1 binding to methylated oligo, TR-FRET; AID 687016; in the data active = inhibition above about 21%;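 note: UHRF1 SRA domain binding a hemimethylated CpG hairpin DNA probe; 0% = median of test compound wells and 100% = reference inhibitor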
TCR-CD3 inh = human TCR-CD3 binding inhibition | TAMRA-labeled TCR probe fluorescence, biochemical | inhibition, % at 9.4 µM | 0.37% of 360,000 active | AID 651800; in the data active = inhibition above about 19%;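 note: recombinant mutant TCR 2C K166C tagged with TAMRA read by polarization; 0% = receptor in buffer alone and 100% = receptor with positive control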
HTRA1 inh = HTRA1 (human) protease inhibition; Q92743; recombinant HTRA1, FP-rhodamine activity-based probe, fluorescence polarization; inhibition, % at 5.96 µM; 0.5% of 340,000 active; AID 504803; in the data active = inhibition above about 36%;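 note: 0% = enzyme with DMSO and 100% = wells lacking enzyme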
Target sequence (Q92743 whole entry, looked up): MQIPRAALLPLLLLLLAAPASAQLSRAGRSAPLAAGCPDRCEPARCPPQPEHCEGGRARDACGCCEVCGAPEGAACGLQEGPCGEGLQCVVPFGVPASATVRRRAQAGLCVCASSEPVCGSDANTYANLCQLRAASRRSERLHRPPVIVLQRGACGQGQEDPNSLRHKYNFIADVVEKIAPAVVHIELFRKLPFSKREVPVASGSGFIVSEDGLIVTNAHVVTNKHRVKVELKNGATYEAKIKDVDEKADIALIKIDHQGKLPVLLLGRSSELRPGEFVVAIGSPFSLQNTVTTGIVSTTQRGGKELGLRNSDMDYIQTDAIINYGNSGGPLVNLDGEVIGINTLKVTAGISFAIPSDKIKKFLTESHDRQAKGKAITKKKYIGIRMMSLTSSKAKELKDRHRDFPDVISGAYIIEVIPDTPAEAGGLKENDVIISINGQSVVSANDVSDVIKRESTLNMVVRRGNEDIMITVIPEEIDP
* hit, by the source's call; / = no result given.

SMILES	ABHD4 inh	PRMT1 FP inh	NPR1 activator	SIAE inh	MBD2 inh	rCAG RNA binder	NPR2 activator	UHRF1 MBD2 ctr	TCR-CD3 inh	HTRA1 inh
CCOC(=O)CN(c1sc(C)c(C)c1C(=O)OCC)S(=O)(=O)c1ccc(C)cc1	-9	-1	-13	4	-2	2	-7	4	-3	-6
C[C@H](NC(=O)c1ccco1)C(=O)Nc1nc(-c2ccccn2)cs1	-5	20	1	-2	-3	10	0	1	-8	-1
Cc1ccccc1OCC(=O)Nc1nc2ccccc2[nH]1	3	-8	-4	2	1	-1	1	-1	-1	-4
CCCCn1c(N)c(N(CC(C)C)C(=O)CN(C)Cc2cccc(OC)c2)c(=O)[nH]c1=O	-1	-2	4	-5	0	-9	4	-5	6	6
CCn1c(O)c(N=N)c2ccccc21	1	0	0	-3	-3	-3	3	-2	11	7
Cc1ccc(S(=O)(=O)N2CCN(c3ncnc4sccc34)CC2)cc1C	2	4	-5	0	-3	2	-3	0	1	-5
CC1(OC(=O)CCc2ccccc2)C(=O)C=C2C=C(c3ccc(C#N)cc3)N(CCc3ccccn3)C=C2C1=O (centres undefined)	-2	2	-2	5	-1	13	1	-4	-5	11
O=C(c1cccc2ccccc12)C1CCCN(C(=O)CCN2CCCO2)C1 (centres undefined)	-3	6	-3	-3	0	-5	6	-1	-5	-4
Cc1ccc(S(=O)(=O)N2CCN(CC(=O)NC(C)c3ccccc3)CC2)cc1 (centres undefined)	-5	2	-2	-5	4	-8	3	0	-2	1
O=C(NC(=S)Nc1ccccc1)c1ccc(-c2ccccc2)cc1	-2	-4	5	-1	4	6	-1	-1	0	-11
Cc1ccc(NC(=S)NNC(=O)c2ccccc2OC(F)F)cc1	4	-1	0	6	-2	5	4	-1	1	-5
Cc1cc(NC(=O)c2cnn3c(C(F)F)cc(-c4ccccc4)nc23)no1	-5	1	4	-9	2	6	-1	4	-1	-9
CCOc1ccccc1C1c2[nH]c3ccccc3c2C[C@H]2C(=O)N(C3CC3)CC(=O)N12 (some centres undefined)	0	5	-28	5	2	11	-12	1	-10	0
O=C(O)c1ccc(NS(=O)(=O)c2cc(Cl)sc2Cl)cc1	2	-1	6	-10	4	3	-2	2	3	3
O=C(CC(c1ccccc1)c1ccccc1O)NCc1ccccc1 (centres undefined)	-4	4	-4	0	4	-4	1	6	-3	-5
COc1ccc(C2c3ccccc3NC3C2C(=O)N(Cc2ccc(OC)cc2OC)[C@H]3Cc2ccccc2)cc1 (some centres undefined)	-2	0	-1	2	5	13	4	2	/	/
O=C(c1ccc(Cn2cc(Cl)c([N+](=O)[O-])n2)cc1)N1CCN(Cc2ccccc2)CC1	3	-3	-1	8	3	-2	9	-2	9	-1
O=C(NCc1ccc2c(c1)OCO2)C(=O)NCC(c1ccco1)N1CCN(c2ccccc2)CC1 (centres undefined)	-5	-9	2	3	2	-3	0	0	0	-2
COc1cc(/C=N/NC(=S)NC(C)C)ccc1OCC(=O)Nc1c(C)cc(C)cc1C	-1	-3	34	-5	1	-3	44*	-3	0	-8
Cn1nccc1C(=O)NC1CCCc2c1cnn2-c1cc(F)cc(F)c1 (centres undefined)	1	1	0	0	-4	-1	-2	-3	6	0
C=CCSc1nc2ccccc2n1S(=O)(=O)c1ccc(C)cc1	3	-3	2	0	-5	0	9	1	12	-6
COc1ccc(OCC(=O)N/N=c2\oc3c(OC)cccc3cc2C(N)=O)cc1	1	-1	6	-4	-1	-1	1	0	-4	0
O=C(N/N=C/c1c[nH]c2ccccc12)C1COc2ccccc2O1 (centres undefined)	1	-1	-6	-7	1	7	-12	0	5	-9
CS(=O)(=O)N1Cc2cc(C(=O)NCC3CCCCC3)nc(-c3cccc(-c4cccnc4)c3)c2[C@H]1CCO	-15	2	-3	-3	6	10	-2	0	-1	/
Cc1cc(/C=C2\SC(=S)NC2=O)c(C)[nH]1	12	11	-6	-10	0	35*	-6	4	8	18
Next structures
SMILES	ABHD4 inh	PRMT1 FP inh	NPR1 activator	SIAE inh	MBD2 inh	rCAG RNA binder	NPR2 activator	UHRF1 MBD2 ctr	TCR-CD3 inh	HTRA1 inh
COc1cc(NC(=O)Cc2ccc(S(=O)(=O)N3CCOCC3)s2)c(OC)cc1Cl	-1	4	-7	8	2	8	-3	0	-10	-4
COc1cc(C=NO)nc(-c2ccccn2)c1	7	-2	0	1	-7	4	6	-1	-2	4
COc1ccc(C2C(C#N)=C(N)Oc3cc(N)ccc32)cc1 (centres undefined)	20	13	10	-3	4	17	1	-3	-5	6
Cc1ccc(C(=O)Nc2ccc3c(c2)nc(CCNC(=O)c2ccco2)n3C)cc1	-3	1	2	3	-5	6	0	-2	3	-1
CCCCN1C(=O)/C(=C2\SC(N3CCOCC3)=NC2=O)c2ccccc21	4	2	8	-3	-1	-2	-2	1	1	2
O=C(N1CCOCC1)N1[C@H](COCc2ccccc2)C=CS1(=O)=O	12	4	0	2	-3	5	-4	3	-5	/
COc1ccc(-c2cc(C(F)(F)F)n3ncc(C(=O)N4CCc5ccccc5C4)c3n2)cc1	-6	-2	-3	2	-2	-1	-3	3	-4	-5
CCc1ccc(OCC(=O)OCC(=O)c2ccc3c(c2)NC(=O)CO3)cc1	2	-1	5	-13	4	1	-3	-4	-2	-10
COc1ccc(OC)c(/C=N/NC(=O)c2c(C)nc3ccc(C)cn23)c1	8	0	8	0	-1	-1	-2	-2	4	-4
Cc1ccc(N(C(=O)c2csnn2)C(C(=O)NC2CCCCC2)c2ccncc2)cc1 (centres undefined)	2	3	-5	-1	0	0	1	2	-2	4
CN(C)c1ccc(CN(C(=O)COc2ccccc2)C2CCS(=O)(=O)C2)cc1 (centres undefined)	1	1	2	1	2	-2	-3	2	-6	7
CNc1nc(C)nc(-n2nc(C)cc2C)n1	4	1	7	0	0	0	7	1	-2	1
C=CCNC(=O)CC(=O)N/N=C/c1ccc(F)cc1	11	1	-4	1	1	3	1	2	3	4
Cc1ccc(C2=NS(=O)(=O)N(C)C(C(=O)NC3CCCCC3)=C2)cc1	10	7	-1	-4	3	1	1	1	-4	-9
O=C(Nc1cccc(Cl)c1)N(CCCN1CCOCC1)Cc1ccccc1F	-8	0	-9	-2	2	-3	-10	3	0	-12
Cn1c(N)c(C(=O)COC(=O)c2ccco2)c(=O)n(C)c1=O	-5	2	8	2	1	1	-3	1	1	-2
O=C(Nc1cnn(Cc2c(Cl)cccc2Cl)c1)C(c1ccccc1)c1ccccc1	-26	2	2	0	3	7	-2	3	-5	-23
CC(NC(=O)CN1CCOCC1)c1ccccc1 (centres undefined)	-14	8	-2	-4	8	-1	3	9	0	12
COC(=O)C1=C(C)N(C)C(C)=C(C(=O)OC)C1c1ccccn1	5	-4	-2	6	-2	-2	2	-1	-3	2
COc1cc(C(O)c2nc(-c3ccc4ccccc4c3)cs2)ccc1F (centres undefined)	-78	-2	-1	-32	-5	7	-2	-1	-12	/
Cc1oc(C(C)(C)C)cc1C(=O)Nc1ccc2c(c1)OCCO2	-8	-1	3	-3	-1	3	-8	-3	-3	-25
O=c1oc(Nc2ccccc2Cl)nc2ccccc12	4	-2	7	-1	5	1	-7	5	3	-14
N=c1oc2ccc(Cl)cc2cc1C(=O)NC1CCCCCC1	3	-9	-1	2	-4	7	8	-2	9	-1
CC(C)(C)OC(=O)NCc1ccc(NC(=O)c2nc[nH]c2C(=O)N[C@@H](Cc2ccccc2)C(=O)OC(C)(C)C)cc1	-82	0	1	-105	-5	6	6	0	6	-91
COc1ccc(OC)c(NC(=S)N2CCc3ccccc3C2)c1	-5	-4	3	13	-5	-2	-4	-3	4	0
CCOc1ccc(N2CC(C(=O)N3CCCc4ccccc43)CC2=O)cc1 (centres undefined)	3	4	2	2	8	0	2	2	-4	-2
Cc1cc(NC(=O)/C=C/c2ccccc2Cl)n(-c2nc3ccccc3[nH]2)n1	-4	8	12	-13	3	4	-6	-2	-6	-5
S=C1SCN(CCc2ccccc2)CN1CCc1ccccc1	-4	4	-1	3	2	4	1	0	2	-4
Cc1ccc(-c2cn3c(n2)CCCC3)cc1	1	-1	-5	-2	3	-7	3	2	0	9
O=C(COC(=O)Cn1[nH]c(=O)c2ccccc2c1=O)Nc1c(Cl)cccc1C(F)(F)F	1	-4	-3	-2	-2	-1	-2	-1	8	-4

Single values from the entries so far.
PRMT1 FP inh with `COc1cc(C=NO)nc(-c2ccccn2)c1` is entered as -2
ABHD4 inh with `N=c1oc2ccc(Cl)cc2cc1C(=O)NC1CCCCCC1` is entered as 3

Gathered by group, the entries above with an NH in an aromatic ring.
SMILES	ABHD4 inh	PRMT1 FP inh	NPR1 activator	SIAE inh	MBD2 inh	rCAG RNA binder	NPR2 activator	UHRF1 MBD2 ctr	TCR-CD3 inh	HTRA1 inh
Cc1ccccc1OCC(=O)Nc1nc2ccccc2[nH]1	3	-8	-4	2	1	-1	1	-1	-1	-4
CCCCn1c(N)c(N(CC(C)C)C(=O)CN(C)Cc2cccc(OC)c2)c(=O)[nH]c1=O	-1	-2	4	-5	0	-9	4	-5	6	6
CCOc1ccccc1C1c2[nH]c3ccccc3c2C[C@H]2C(=O)N(C3CC3)CC(=O)N12 (some centres undefined)	0	5	-28	5	2	11	-12	1	-10	0
O=C(N/N=C/c1c[nH]c2ccccc12)C1COc2ccccc2O1 (centres undefined)	1	-1	-6	-7	1	7	-12	0	5	-9
Cc1cc(/C=C2\SC(=S)NC2=O)c(C)[nH]1	12	11	-6	-10	0	35*	-6	4	8	18
CC(C)(C)OC(=O)NCc1ccc(NC(=O)c2nc[nH]c2C(=O)N[C@@H](Cc2ccccc2)C(=O)OC(C)(C)C)cc1	-82	0	1	-105	-5	6	6	0	6	-91
Cc1cc(NC(=O)/C=C/c2ccccc2Cl)n(-c2nc3ccccc3[nH]2)n1	-4	8	12	-13	3	4	-6	-2	-6	-5
O=C(COC(=O)Cn1[nH]c(=O)c2ccccc2c1=O)Nc1c(Cl)cccc1C(F)(F)F	1	-4	-3	-2	-2	-1	-2	-1	8	-4

Entries listed so far that bear a hit mark in NPR2 activator:
molecule	ABHD4 inh	PRMT1 FP inh	NPR1 activator	SIAE inh	MBD2 inh	NPR2 activator	UHRF1 MBD2 ctr	TCR-CD3 inh	HTRA1 inh
COc1cc(/C=N/NC(=S)NC(C)C)ccc1OCC(=O)Nc1c(C)cc(C)cc1C	-1	-3	34	-5	1	44*	-3	0	-8

Not all compounds are listed; the hit share may differ from the screen's.
